TcdB inh – blocks C. difficile toxin B glycohydrolase activity; P18177; TcdB glycohydrolase enzymatic assay, plate reader; inhibition, % at 9.99 µM; 350,000 tested, 0.24% active; in the data active = inhibition above about 10%
Active calls of the source: *.

SMILES | TcdB inh
C[C@@H]1CN([C@H](C)CO)C(=O)c2cccc(NC(=O)Nc3ccc(C(F)(F)F)cc3)c2O[C@H]1CN(C)C(=O)Nc1ccccc1 | 0.0
C[C@@H]1CN([C@H](C)CO)C(=O)c2ccccc2-c2ccccc2CO[C@H]1CN(C)C(=O)Nc1ccccc1C(F)(F)F | 1.4
Cc1ccccc1S(=O)(=O)N1C[C@H](O)COC[C@@H]2O[C@H](CC(=O)N3CCN(C)CC3)CC[C@H]21 | 0.5
C[C@@H]1CN([C@H](C)CO)C(=O)CCCn2nncc2CO[C@@H]1CN(C)Cc1cccc(C(=O)O)c1 | 1.0
COCCNC(=O)c1cc2c(c(-c3cccc(C4=CCCCC4)c3)n1)[C@H](CCO)N([S@@](=O)C(C)(C)C)C2 | 0.8
COc1ccc(-c2ccc([C@H]3[C@@H](C#N)N(C(=O)NC(C)C)[C@@H]3CO)cc2)cc1 | 0.4
C[C@@H]1CN([C@@H](C)CO)S(=O)(=O)c2ccc(C#CC3CCCC3)cc2O[C@@H]1CN(C)Cc1cccnc1 | -1.0
C[C@H](CO)N1C[C@H](C)[C@H](CN(C)Cc2ccncc2)Oc2cc(C3=CCCC3)ccc2S1(=O)=O | 0.9
CN1[C@@H]2c3ccc(-c4ccccc4)c(=O)n3C[C@@H]2[C@@H](CO)[C@@H]1C(=O)N1CCc2ccccc2C1 | -0.2
C[C@@H]1CN([C@@H](C)CO)C(=O)c2cc(NS(C)(=O)=O)ccc2O[C@@H]1CN(C)C(=O)NC1CCCCC1 | -0.7
C[C@@H]1CCCCO[C@@H](CN(C)S(=O)(=O)c2ccccc2)[C@@H](C)CN([C@H](C)CO)C(=O)c2cc(NC(=O)CCCCCC(=O)Nc3ccccc3N)ccc2O1 | -0.9
COc1cccc(C#Cc2ccc([C@@H]3[C@@H](CO)N4C(=O)CN(C(C)=O)C[C@H]34)cc2)c1 | 0.6
C[C@@H]1CN([C@H](C)CO)C(=O)Cc2cc(NC(=O)Cc3cn(C)c4ccccc34)ccc2O[C@H]1CN(C)S(=O)(=O)c1cn(C)cn1 | 1.2
O=C(Nc1ccc2c(c1)[C@H]1C[C@H](CC(=O)N3CCCCC3)O[C@H](CO)[C@H]1O2)Nc1ccccc1F | -0.8
COc1ccc(NC(=O)Nc2ccc3c(c2)C(=O)N([C@@H](C)CO)C[C@@H](C)[C@H](CN(C)C(=O)Nc2ccc(C(F)(F)F)cc2)OCCCC[C@@H](C)O3)cc1 | 1.4
C[C@@H]1CN([C@@H](C)CO)C(=O)c2cc(NS(=O)(=O)c3cn(C)cn3)ccc2O[C@@H](C)CCCCO[C@H]1CN(C)C(=O)CCC(F)(F)F | 0.4
O=S(=O)(c1ccc(F)cc1)N1CC[C@@H]2[C@H](CO)Nc3ccc(C#CC4CCCCC4)cc3[C@@H]21 | -1.2
O=C(C[C@@H]1C=C[C@H](NC(=O)c2cccc(F)c2)[C@@H](CO)O1)NCc1ccccc1 | -0.3
Cc1ccc(S(=O)(=O)N(C)C[C@H]2Oc3ccc(NS(=O)(=O)c4c(C)noc4C)cc3C(=O)N([C@@H](C)CO)C[C@@H]2C)cc1 | 0.3
C[C@@H]1CN([C@@H](C)CO)C(=O)Cc2cc(NC(=O)Cn3cnnn3)ccc2O[C@H]1CN(C)Cc1ccc(-c2ccccc2)cc1 | 0.5
C[C@H](CO)N1C[C@H](C)[C@H](CN(C)Cc2ccncc2)Oc2ncc(C#Cc3ccccn3)cc2C1=O | 0.3
C[C@@H]1CCCCO[C@@H](CN(C)Cc2ccncc2)[C@H](C)CN([C@@H](C)CO)C(=O)c2cc(NC(=O)Nc3cccc4ccccc34)ccc2O1 | 0.2
COc1cccc(C#Cc2ccc([C@H]3[C@@H](CO)N4C(=O)CN(C(=O)Cc5ccccc5)C[C@@H]34)cc2)c1 | 0.0
Cc1ccc(S(=O)(=O)N(C)C[C@H]2Oc3ccc(NC(=O)C4CC4)cc3CC(=O)N([C@@H](C)CO)C[C@@H]2C)cc1 | -0.5
COc1ccc2c3c([nH]c2c1)[C@@H](CO)N(Cc1cccc(F)c1)CC31CCN(C(C)=O)CC1 | 2.0
Next entries.
SMILES | TcdB inh
CCCC#Cc1ccc([C@@H]2[C@H]3CN(C(=O)Nc4cc(F)ccc4F)CC(=O)N3[C@H]2CO)cc1 | 0.5
CC(=O)N1CC2(C1)[C@@H](c1ccc(-c3cccc(F)c3)cc1)[C@@H](CO)N2CC1CCOCC1 | 0.1
O=C(CC1CC1)Nc1ccc2c(c1)[C@H]1C[C@@H](CC(=O)N3CCCCC3)O[C@H](CO)[C@H]1O2 | 1.0
O=C(NCC[C@@H]1CC[C@@H](NS(=O)(=O)c2cccc(F)c2)[C@@H](CO)O1)C1CCCCC1 | 0.5
Cc1noc(C)c1NC(=O)N(C)C[C@@H]1Oc2ccc(NC(=O)c3ccncc3)cc2CC(=O)N([C@H](C)CO)C[C@@H]1C | 0.3
COc1ccc(CN(C)C[C@@H]2Oc3c(NC(=O)Nc4ccc(C(F)(F)F)cc4)cccc3C(=O)N([C@H](C)CO)C[C@@H]2C)cc1 | -0.4
C[C@H](CO)N1C[C@H](C)[C@H](CN(C)C(=O)Nc2ccccc2)OCCCC[C@H](C)Oc2ccc(NC(=O)CCC(F)(F)F)cc2C1=O | 0.8
O=C(C[C@@H]1C[C@H]2c3cc(NC(=O)NC4CCCC4)ccc3O[C@H]2[C@@H](CO)O1)NCc1ccc2c(c1)OCO2 | 0.2
Cc1noc(C)c1S(=O)(=O)Nc1cccc2c1O[C@H](CN(C)Cc1ccccc1)[C@H](C)CN([C@H](C)CO)C2=O | 0.7
O=C(C[C@@H]1CC[C@@H]2[C@H](COC[C@H](O)CN2CCc2ccccc2)O1)NCc1ccc(Oc2ccccc2)cc1 | -0.3
CCC(=O)Nc1ccc2c(c1)C(=O)N(C)C[C@@H](OC)[C@@H](C)CN(C(=O)C1CC1)[C@@H](C)CO2 | 0.0
CNC[C@H]1OCCCC[C@H](C)Oc2ccc(NC(=O)Nc3ccc4c(c3)OCO4)cc2C(=O)N([C@@H](C)CO)C[C@@H]1C | 0.1
C[C@@H]1CN([C@H](C)CO)C(=O)c2cc(C3=CCCC3)cnc2O[C@@H]1CN(C)Cc1ccccc1C(=O)O | 0.7
C/C=C/c1ccc([C@H]2[C@@H](CO)N(S(C)(=O)=O)[C@@H]2CN(CCC)C(C)=O)cc1 | -0.6
CO[C@H](CN(C)S(=O)(=O)c1cn(C)cn1)[C@H](C)CN(C(=O)Nc1ccc(C(F)(F)F)cc1)[C@H](C)CO | -1.0
CCC(=O)N1CC2(C1)[C@@H](c1ccc(-c3ccccc3OC)cc1)[C@@H](CO)N2C(C)=O | 0.4
C[C@@H]1CCCCO[C@@H](CN(C)C(=O)NC2CCCCC2)[C@@H](C)CN([C@H](C)CO)C(=O)c2cc(NC(=O)CCCCCC(=O)Nc3ccccc3N)ccc2O1 | 0.3
CC(=O)N(C)C[C@H]1Oc2cc(-c3ccc(C)cc3)ccc2S(=O)(=O)N([C@H](C)CO)C[C@@H]1C | 2.7
C[C@@H]1CN([C@H](C)CO)C(=O)c2cccc(NC(=O)c3cnccn3)c2O[C@H]1CN(C)CC1CCCCC1 | 1.0
C[C@@H]1CN([C@@H](C)CO)C(=O)c2cccc(NS(=O)(=O)c3ccc(F)cc3)c2O[C@@H]1CN(C)C(=O)Nc1ccccc1 | 0.0
C[C@@H]1CN([C@H](C)CO)C(=O)c2ccccc2-c2ccccc2CO[C@H]1CN(C)C(=O)c1cc(Cl)cc(Cl)c1 | 0.0
CN(C)C(=O)c1ccc(-c2ccc(C3[C@H]4CNC[C@@H]3N4C(=O)Nc3cccc(Cl)c3)cc2)cc1 (stereo partly specified) | 0.5
C[C@@H]1CN([C@H](C)CO)C(=O)c2cccc(NC(=O)Nc3ccc(F)cc3)c2O[C@H]1CN(C)CC1CC1 | 0.9
C[C@@H]1CCCCO[C@@H](CN(C)CC2CC2)[C@H](C)CN([C@H](C)CO)C(=O)c2cc(NC(=O)Cc3ccccc3)ccc2O1 | -8.3
C[C@H]1CCCCO[C@@H](CN(C)C)[C@@H](C)CN([C@@H](C)CO)C(=O)c2cc(NC(=O)Nc3cccc4ccccc34)ccc2O1 | 1.4

Given with each value named: part of the list above.
CCCC#Cc1ccc([C@@H]2[C@H]3CN(C(=O)Nc4cc(F)ccc4F)CC(=O)N3[C@H]2CO)cc1
  TcdB inh: 0.5

C[C@@H]1CCCCO[C@@H](CN(C)CC2CC2)[C@H](C)CN([C@H](C)CO)C(=O)c2cc(NC(=O)Cc3ccccc3)ccc2O1
  TcdB inh: -8.3

O=C(C[C@@H]1C=C[C@H](NC(=O)c2cccc(F)c2)[C@@H](CO)O1)NCc1ccccc1
  TcdB inh: -0.3

COc1ccc2c3c([nH]c2c1)[C@@H](CO)N(Cc1cccc(F)c1)CC31CCN(C(C)=O)CC1
  TcdB inh: 2.0

Next part:
SMILES | TcdB inh
Cc1ccc(S(=O)(=O)N(C)C[C@H]2Oc3ccc(N(C)C)cc3C(=O)N([C@@H](C)CO)C[C@@H]2C)cc1 | -1.7
CC(C)NC(=O)N(C)C[C@H]1OCCCC[C@@H](C)Oc2ccc(NS(=O)(=O)c3ccc(Cl)cc3)cc2C(=O)N([C@H](C)CO)C[C@@H]1C | -0.1
Cc1ccc(S(=O)(=O)Nc2ccc3c(c2)CC(=O)N([C@H](C)CO)C[C@@H](C)[C@H](CN(C)C)O3)cc1 | 0.5
COc1cccc(NC(=O)C[C@H]2CC[C@H]3[C@H](COc4ccc(NC(=O)C5CCC5)cc4C(=O)N3C)O2)c1 | -1.4
C[C@H]1CCCCO[C@H](CN(C)C(=O)Nc2ccccc2)[C@@H](C)CN([C@@H](C)CO)C(=O)c2cc(NC(=O)CCCN(C)C)ccc2O1 | 1.3
CCC(=O)N1C[C@H]2[C@@H](c3ccccc31)[C@@H](CO)N2C(=O)CC | -0.6
C[C@H](CO)N1C[C@H](C)[C@H](CN(C)S(=O)(=O)c2ccccc2)Oc2ccc(NC(=O)Cc3ccccc3)cc2CC1=O | 0.2
CCNC(=O)C[C@@H]1CC[C@@H]2[C@H](COc3ccc(NC(=O)Cc4cccs4)cc3C(=O)N2C)O1 | 0.1
COc1ccc(S(=O)(=O)Nc2ccc3c(c2)C(=O)N([C@@H](C)CO)C[C@H](C)[C@H](CN(C)Cc2ccc4c(c2)OCO4)OCCCC[C@H](C)O3)cc1 | -1.1
C[C@@H]1CN([C@H](C)CO)C(=O)Cc2cc(NC(=O)Nc3cccc4ccccc34)ccc2O[C@H]1CN(C)C(=O)NC1CCCCC1 | -0.3
C[C@H](CO)N1C[C@H](C)[C@H](CN(C)C(=O)Nc2cccc3ccccc23)Oc2c(NC(=O)C3CCOCC3)cccc2C1=O | 1.6
C[C@@H]1CN([C@H](C)CO)C(=O)c2cc(NS(=O)(=O)c3ccccc3)ccc2O[C@H]1CN(C)Cc1ccc(C(=O)Nc2ccccc2N)cc1 | 0.2
CN1[C@@H]2c3ccc(C4=CCCCC4)c(=O)n3C[C@H]1[C@H](CO)[C@H]2C(=O)NCc1cc(F)cc(F)c1 | -0.9
COc1ccccc1C(=O)Nc1ccc2c(c1)C(=O)N(C)C[C@@H](OC)[C@H](C)CN(CC1CC1)[C@@H](C)CO2 | -1.9
COc1cccc(S(=O)(=O)Nc2ccc3c(c2)[C@@H]2C[C@H](CC(=O)NCc4cccc(F)c4)O[C@@H](CO)[C@@H]2O3)c1 | -0.7
CCS(=O)(=O)NCC[C@H]1CC[C@H](NS(=O)(=O)c2ccccc2C)[C@@H](CO)O1 | -0.2
CC(=O)N1[C@@H]2c3ccc(-c4ccncc4)c(=O)n3C[C@H]1[C@H](CO)[C@H]2C(=O)NC1Cc2ccccc2C1 | 0.7
C[C@@H]1CCCCO[C@H](CN(C)C(=O)c2ccccc2)[C@@H](C)CN([C@@H](C)CO)C(=O)c2cc(NC(=O)Nc3ccc(C(F)(F)F)cc3)ccc2O1 | -0.5
C[C@@H]1CCCCO[C@H](CN(C)C(=O)C2CCCCC2)[C@H](C)CN([C@@H](C)CO)C(=O)c2cc(NS(=O)(=O)c3ccc(F)cc3)ccc2O1 | -0.4
O=C(c1ccncc1)N1CC(=O)N2[C@H](CO)[C@H](c3ccc(-c4ccccc4)cc3)[C@H]2C1 | 0.1
COc1ccc2c3c([nH]c2c1)[C@@H](CO)N(C(=O)c1ccccc1)CC31CN(C)C1 | 0.4
C[C@@H]1CN([C@H](C)CO)S(=O)(=O)c2ccc(-c3cccnc3)cc2O[C@H]1CN(C)C | -0.3
CC(C)NC(=O)Nc1ccc2c(c1)CC(=O)N([C@H](C)CO)C[C@H](C)[C@H](CN(C)Cc1ccc(C(=O)O)cc1)O2 | 0.3
CCc1cnc(N2[C@@H](C#N)[C@@H](c3ccc(C4=CCCC4)cc3)[C@@H]2CO)s1 | -0.5
CO[C@@H]1CN(C)C(=O)c2ccc(NC(=O)C3CC3)cc2OC[C@H](C)N(C(=O)c2ccccn2)C[C@H]1C | 0.5
O=C(Nc1cc(F)ccc1F)N1CC(=O)N2[C@H](CO)[C@@H](c3ccc(-c4ccccc4)cc3)[C@H]2C1 | -12
N#C[C@@H]1[C@H](c2ccc(-c3ccccc3F)cc2)[C@@H](CO)N1C(=O)C1CCC1 | 1.0
C[C@H](CO)N1C[C@H](C)[C@@H](CN(C)Cc2ccccc2C(=O)O)Oc2cc(-c3ccccc3)ccc2S1(=O)=O | 0.2

Some of the entries so far, field by field.
> C[C@@H]1CN([C@@H](C)CO)C(=O)c2cc(NS(C)(=O)=O)ccc2O[C@@H]1CN(C)C(=O)NC1CCCCC1
- TcdB inh: -0.7
> Cc1ccc(S(=O)(=O)N(C)C[C@H]2Oc3ccc(N(C)C)cc3C(=O)N([C@@H](C)CO)C[C@@H]2C)cc1
- TcdB inh: -1.7

These rows are one share of the data; count on the stated rates, not on these rows.
